Compound activity from PubChem BioAssay.
PTHR1 agonist = agonists of human PTHR1 parathyroid hormone receptor; Potency, µM (series often up to 115 µM), inactives show top-dose activation, most hits filed as activators; HEK293 GP2 PTHR1 cells, GloSensor cAMP luminescence, 1 h; Q03431; 410,000 compounds, 0.075% hits; note: potency is the fitted concentration of half-maximal effect; nearly all actives have a fitted effect of over 55% in size; some results filed as inactive show a strong effect at the top dose; inactives centre near -15; many of its hits are not listed in these tables
Target sequence (Q03431 whole entry, looked up): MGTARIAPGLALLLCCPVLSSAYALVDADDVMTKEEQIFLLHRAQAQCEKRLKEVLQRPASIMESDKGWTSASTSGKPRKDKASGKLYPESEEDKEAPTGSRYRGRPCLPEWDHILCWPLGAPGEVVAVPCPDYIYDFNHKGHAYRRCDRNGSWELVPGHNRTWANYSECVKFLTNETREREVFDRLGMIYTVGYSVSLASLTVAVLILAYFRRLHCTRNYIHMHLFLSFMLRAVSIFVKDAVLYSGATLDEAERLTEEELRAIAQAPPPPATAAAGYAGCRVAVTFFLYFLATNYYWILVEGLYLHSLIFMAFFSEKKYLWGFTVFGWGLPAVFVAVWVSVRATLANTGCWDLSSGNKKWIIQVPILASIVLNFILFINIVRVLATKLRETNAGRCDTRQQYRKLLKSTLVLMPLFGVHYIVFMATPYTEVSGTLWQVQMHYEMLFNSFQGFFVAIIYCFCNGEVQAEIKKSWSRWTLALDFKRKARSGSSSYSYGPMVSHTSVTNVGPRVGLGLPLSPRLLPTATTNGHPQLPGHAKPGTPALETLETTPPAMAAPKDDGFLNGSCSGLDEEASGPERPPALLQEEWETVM
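HEK-293-derived GP2 cells expressing PTHR1 and a GloSensor cAMP reporter, 3,000/well, plated overnight, given luciferin plus IBMX (each 0.5 mM as added) for 1 h at 37 °C, then compound for 1 h at 37 °C. Luminescence was read after 15 min at room temperature.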
GLP-1R inv ag = GLP-1 receptor (human) inverse agonism; P43220; HEK293 GLP-1R CRE-luciferase, luminescence, 24 h; GLP-1R form is constitutively active; Potency, µM (doses to about 38.3 µM), without a hit: at the highest dose activity change, negative = inhibition, most hits filed as inhibitors; 410,000 compounds, 1.6% hits; AID 624417; note: potency is the fitted concentration of half-maximal effect; % is set by controls: 0 for no effect and ±100 for the full control effect; nearly all actives have a fitted effect of over 55% in size
Target sequence (P43220 whole entry, looked up): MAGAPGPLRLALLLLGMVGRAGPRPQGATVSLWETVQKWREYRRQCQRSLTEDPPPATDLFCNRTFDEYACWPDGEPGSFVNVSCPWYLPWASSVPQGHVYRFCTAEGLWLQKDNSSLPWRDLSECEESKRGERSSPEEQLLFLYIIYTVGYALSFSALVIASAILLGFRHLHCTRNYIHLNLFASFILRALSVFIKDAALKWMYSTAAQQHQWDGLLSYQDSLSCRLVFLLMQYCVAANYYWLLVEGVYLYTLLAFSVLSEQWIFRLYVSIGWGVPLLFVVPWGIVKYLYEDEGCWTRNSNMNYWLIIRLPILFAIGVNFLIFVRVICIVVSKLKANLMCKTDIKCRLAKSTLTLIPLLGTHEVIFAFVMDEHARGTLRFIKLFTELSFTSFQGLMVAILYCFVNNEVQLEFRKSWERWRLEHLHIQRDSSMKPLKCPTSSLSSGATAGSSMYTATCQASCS
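Inverse agonists were sought by their lowering of basal cAMP reporter luciferase output in HEK293 cells stably carrying constitutively active human GLP-1R, after 24 h compound treatment.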
Akt phos inh = Akt phosphorylation inhibition. Neuro2A IGF-stimulated pAkt S473 HTRF, 20 min; stronger effect = lower value. activity change, % for hits at 50 µM. 360,000 compounds, 0.32% hits. AID 651550; in the data active = activity change below about -80%; inconclusive = mostly about -51% to -80%; note: % is set by controls: 0 for no effect and ±100 for the full control effect
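Neuro2A cells (4,500/well, DMEM with 0.5% FBS) were treated with compound at a single 50 µM final concentration, stimulated with 6 nM IGF for 20 min at 37 °C, and lysed. Phospho-Akt Ser473 was read by HTRF as 665/615 ratio ×10^4.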
FUS suppressor = suppressors of FUS proteinopathy in yeast; S. cerevisiae FUS-expressing, growth rescue, OD600, 24 h; Potency, µM (doses to about 76.6 µM), inactives show at the top dose growth rescue (activation), usual class: activators; 390,000 compounds, 0.24% hits; AID 1347120;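 note: potency is the fitted concentration of half-maximal effect; plate controls were DMSO vehicle for no effect and reference control for full effect; nearly all actives have a fitted effect of over 55% in size; some results filed as inactive show a strong effect at the top dose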
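Quantitative HTS measuring growth restoration of FUS-toxic yeast. Galactose-induced cells (OD 0.005) were exposed 24hr at 30C to compounds at several concentrations, then absorbance at 600 nm was recorded.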
TDP43 rescue = rescues yeast growth from TDP-43 toxicity. TDP-43 expressing yeast growth rescue, BacTiter-Glo, 24 h. Potency, µM (top dose mostly 46.1 µM), for inactives: at the top dose growth rescue (activation), most hits filed as activators. 410,000 compounds, 1.8% hits. AID 652104; note: potency is the fitted concentration of half-maximal effect; % of control where 0% means no effect; nearly all actives have a fitted effect of over 50% in size
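Readout is BacTiter-Glo luminescence of cell growth, so inhibitors register as activators. TDP-43-expressing yeast at OD600=0.02 in galactose medium, after raffinose pregrowth to mid-log, were incubated with compound for 24 hr at 30 deg C.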
Abeta yeast res = restores growth of yeast expressing A-beta42 peptide; yeast expressing A-beta42, growth rescue, OD600, 48 h; response scale: 0% DMSO, 100% iron-clioquinol control; 410,000 compounds, 0.063% hits; Potency, µM (top dose mostly 46.1 µM), inactives show at the top dose growth rescue, actives largely listed as activators; AID 1347071; note: potency is the fitted concentration of half-maximal effect; nearly all actives have a fitted effect of over 55% in size
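Yeast A-beta toxicity model in growth medium with pinned compounds, 48 h at 30 C; growth read as absorbance at 600 nm. Normalized to FeCl3/clioquinol equimolar mix (positive) and DMSO (negative).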
HEK293 tox = cytotoxic in the GLP-1 receptor inverse agonist counter-screen. HEK293 cAMP-luciferase reporter cells, luminescence, 24 h. Potency, µM (top dose mostly 38.3 µM), inactives show top-dose activity change, negative = inhibition, actives largely listed as inhibitors. 410,000 compounds, 0.13% hits. AID 624418;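 note: loss of luciferase light is scored as toxicity; potency is the fitted concentration of half-maximal effect; % is set by controls: 0 for no effect and ±100 for the full control effect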
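To flag toxic compounds, the library was rerun on cells for 24 hr at 37 deg C and 5% CO2. Viability-linked luminescence was captured 12 min after adding luciferase detection reagent.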
aSyn rescue = inhibitors of alpha-synuclein toxicity in yeast. Yeast expressing alpha-synuclein, growth rescue, BacTiter-Glo, 24 h. 370,000 compounds, 0.14% hits. AID 652106. Potency, µM (top dose mostly 46.1 µM), for inactives: at the highest dose growth rescue (activation), actives largely listed as activators; note: potency is the fitted concentration of half-maximal effect; % of control where 0% means no effect; nearly all actives have a fitted effect of over 65% in size
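Readout is rescue of growth in alpha-synuclein-expressing yeast, so inhibitors of toxicity appear as activators. Growth after 24 hr at 30 deg C in galactose medium is quantified by luminescence.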
MmCpn inh = blocks the Methanococcus maripaludis chaperonin Mm-Cpn; purified Mm-Cpn ATPase, ADP Transcreener TR-FRET; Potency, µM (doses to about 76.9 µM), for the others: at the highest dose activity, negative = inhibition, usual class: inhibitors; 330,000 compounds, 0.031% hits; AID 504842; note: potency is the fitted concentration of half-maximal effect; % is set by controls: 0 for no effect and ±100 for the full control effect; nearly all actives have a fitted effect of over 80% in size
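TR-FRET (320 nm excitation; 590 and 665 nm emission) reports ADP made from 10 uM ATP by 25 nM enzyme; compounds were preincubated 10 min, reaction run 30 min, both at 37°C.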
* = called active by the depositor; i = inactive; ? = inconclusive; · = not tested or not shown; & = joins results of further samples; [ ] = remark or other dose. Unless noted, calls come from the whole dose curve; as a rule, active = well fitted curve in the direction sought with a large enough effect; inconclusive = small, poorly fitted or top-dose-only effect, or another doubt; inactive = no such curve, though single readings can be large; an effect the other way counts as inactive or inconclusive. A portion of the library, so the mix of outcomes need not match the whole.

Below each compound: HEK293 tox	GLP-1R inv ag	Akt phos inh	FUS suppressor	TDP43 rescue	Abeta yeast res	PTHR1 agonist	MmCpn inh	aSyn rescue
Cc1cccc(C(=O)OCN2C(=O)c3ccccc3C2=O)c1[N+](=O)[O-]
→ 11%	2%	i	2%	?	12%	i	0%	4%
O=C(c1cccc([N+](=O)[O-])c1)N1CCN(c2ccc(Nc3ccccc3)nn2)CC1
→ 9%	-13%	·	2%	15%	-11%	i	·	·
O=C(OCc1ccccc1)c1cn(-c2ccccc2)nc1-c1ccncc1
→ 1%	1%	·	12%	11%	6%	i	0%	·
CNc1snc(C)c1C(=O)OCC(=O)c1cc(F)ccc1OC
→ -5%	2%	i	11%	27%	12%	-38%[inhibitor]	1%	0%
CC(=O)c1ccc(N2CCN(C(=S)Nc3cc(C)ccc3C)CC2)cc1
→ -9%	3%	i	6%	21%	13%	-7%	-12%	1%
CCOC(=O)CSc1nc2nc(Cl)c(Cl)nc2[nH]1
→ 1%	?	i	16%	14%	5%	-43%[inhibitor]	·	-1%
CC(C)(C)c1ccc(C(=O)Nc2ccc(C(=O)OCc3cc(=O)n4ccsc4n3)cc2)cc1
→ 0%	?	·	7%	14%	-18%	-50%[inhibitor]	·	·
CCCNC(=O)c1ccc2nc(-c3ccccc3)c(-c3ccccc3)nc2c1
→ -12%	3.5µM*	-120%*	7%	-1%	1%	-14%[57.5 µM]	0%	4%
CCOCCCNC(=O)C(Cc1ccccc1)NS(=O)(=O)c1ccc2c(c1)c(=O)n(C)c(=O)n2C (configuration not stated)
→ -1%&10%	-19%&2%	i	8%&-12%	-13%[0.397 µM]	4%&-8%	6%&-23%	0%	-4%
CCCCN(C)C(=O)c1ccc2c(c1)N(Cc1cccc(F)c1)C(=O)c1ccccc1S2
→ -8%	?	·	?	22µM*	-2%	-23%	·	·
O=C(Nc1c(O)c2ccccc2oc1=O)c1ccccc1Cl
→ -4%	5%	·	6%	2.5µM*	-12%	23%	·	·
COC(=O)[C@@]1(C)[C@H]2C(=O)N(C)C(=O)[C@H]2[C@H]2CN=C(SCC(=O)c3ccccc3)N21
→ 1%	9%	i	13%	2%	-11%	-12%	0%	-16%
Cc1nnc(SCc2cc(=O)[nH]c(/N=C(\N)Nc3ccccc3Sc3ccccc3)n2)s1
→ 0%	67%[activator]	i	-6%	-3%	6%	i	-4%	?
CCCCn1c(N)c(N(CCC(C)C)C(=O)C2=COCCO2)c(=O)[nH]c1=O
→ -1%	-2%	i	·	21%	4%	i	1%	-2%
Cc1cc(C)n(CC(O)CN(c2ccccc2)S(=O)(=O)c2ccc3ccccc3c2)n1 (configuration not stated)
→ -3%	?	i	29%	12%	2%	0%	-5%	14%
O=C(NCc1ccccc1)C(c1ccc(F)cc1)N(C(=O)c1csnn1)C1CCCC1 (configuration not stated)
→ -3%	?	i	7%	12%	-7%	i	2%	13%
CC(=O)Nc1ccc(OCCC[n+]2ccccc2)cc1
→ 26%	1%	i	-12%	19%	-16%	-21%	-5%	-9%
CC1(C)CC(=O)C(C(c2ccc(Br)cc2)C2C(=O)CC(C)(C)CC2=O)C(=O)C1
→ -6%	1%	i	-8%	-8%	14%	-17%	1%	-1%
CCOc1ccc(-c2nnc(SCC(=O)NC3CC3)o2)cc1
→ -7%	-5%	i	-1%	0%	3%	i	1%	10%
CCN1CCc2nc(NC(=O)Cc3ccc4c(c3)OCCO4)sc2C1
→ -2%	-3%	i	15%	-12%	26%	-21%[57.5 µM]	-3%	8%
C/C(Cc1ccccc1)=N\NC(=O)CNC(=O)c1ccc(Cl)cc1Cl
→ -4%	-21%	i	0%	-9%[1.82 µM]	6%	i	-3%	1%
CC(C(=O)NC1CCCCC1)N1CCN(S(=O)(=O)c2cccs2)CC1 (configuration not stated)
→ 4%	-11%	i	-11%	5%	3%	i	-12%	1%
C=CCC[C@H](Cc1ccc(F)cc1)C(=O)OC[C@@H](Cc1c[nH]c2ccccc12)NC(=O)[C@@H](CC=C)CC(=O)N[C@H](CO)Cc1ccccc1
→ -11%	?	i	?	2%	2%	-14%	-6%	-3%
COc1ccccc1CNc1ccc(-c2nc(C(C)C)no2)cc1[N+](=O)[O-]
→ -18%	?	·	-4%	10%	-11%	i	·	·
Nc1cc(=O)nc(SCC(=O)Nc2ccc(F)cc2)n1-c1ccccc1Cl
→ 1%	12%	·	10%	?	5%	i	·	·
O=C(CCCOc1ccccc1)n1nnc2ccccc21
→ -1%	0%	i	3%	-15%	1%	i	-2%	7%
CCc1ccc(N2CC(C(=O)Nc3ccc(F)cc3)CC2=O)cc1 (configuration not stated)
→ 1%	14%	i	-7%	9%	-7%	-2%	1%	5%
Cc1noc(C)c1-c1ccc(C(=O)Nc2cccc(C(F)(F)F)c2)c2occc12
→ 2%	?	i	28%	6%	?	-25%	·	8%
NC(=O)CC(NC(=O)Cc1ccc(Cl)cc1)c1ccc(N2CCC(Cc3ccccc3)CC2)c([N+](=O)[O-])c1 (configuration not stated)
→ ?	?	i	6%	-3%	3%	-49%[inhibitor]	0%	-3%
Nc1nc(-c2ccccn2)nc(N)c1Cc1c(F)cccc1Cl
→ -13%	?	i	10%	-16%	-3%	-24%	0%	0%

Four entries picked at random from those above, as already listed:
Below each compound: HEK293 tox	GLP-1R inv ag	Akt phos inh	FUS suppressor	TDP43 rescue	Abeta yeast res	PTHR1 agonist	MmCpn inh	aSyn rescue
Nc1cc(=O)nc(SCC(=O)Nc2ccc(F)cc2)n1-c1ccccc1Cl
→ 1%	12%	·	10%	?	5%	i	·	·
CCc1ccc(N2CC(C(=O)Nc3ccc(F)cc3)CC2=O)cc1 (configuration not stated)
→ 1%	14%	i	-7%	9%	-7%	-2%	1%	5%
NC(=O)CC(NC(=O)Cc1ccc(Cl)cc1)c1ccc(N2CCC(Cc3ccccc3)CC2)c([N+](=O)[O-])c1 (configuration not stated)
→ ?	?	i	6%	-3%	3%	-49%[inhibitor]	0%	-3%
CC(C(=O)NC1CCCCC1)N1CCN(S(=O)(=O)c2cccs2)CC1 (configuration not stated)
→ 4%	-11%	i	-11%	5%	3%	i	-12%	1%

Compound profiles, from the list above. Values in the order: HEK293 tox	GLP-1R inv ag	Akt phos inh	FUS suppressor	TDP43 rescue	Abeta yeast res	PTHR1 agonist	MmCpn inh	aSyn rescue
`Nc1cc(=O)nc(SCC(=O)Nc2ccc(F)cc2)n1-c1ccccc1Cl` across the screens: 1%	12%	·	10%	?	5%	i	·	·
`O=C(NCc1ccccc1)C(c1ccc(F)cc1)N(C(=O)c1csnn1)C1CCCC1` (configuration not stated) across the screens: -3%	?	i	7%	12%	-7%	i	2%	13%

Three structures from above, arranged by molar mass, highest first.
Below each compound: HEK293 tox	GLP-1R inv ag	Akt phos inh	FUS suppressor	TDP43 rescue	Abeta yeast res	PTHR1 agonist	MmCpn inh	aSyn rescue
C=CCC[C@H](Cc1ccc(F)cc1)C(=O)OC[C@@H](Cc1c[nH]c2ccccc12)NC(=O)[C@@H](CC=C)CC(=O)N[C@H](CO)Cc1ccccc1
→ -11%	?	i	?	2%	2%	-14%	-6%	-3%
CCc1ccc(N2CC(C(=O)Nc3ccc(F)cc3)CC2=O)cc1 (configuration not stated)
→ 1%	14%	i	-7%	9%	-7%	-2%	1%	5%
CCOc1ccc(-c2nnc(SCC(=O)NC3CC3)o2)cc1
→ -7%	-5%	i	-1%	0%	3%	i	1%	10%

Following part
Below each compound: HEK293 tox	GLP-1R inv ag	Akt phos inh	FUS suppressor	TDP43 rescue	Abeta yeast res	PTHR1 agonist	MmCpn inh	aSyn rescue
CCOc1ccc(N(CC(=O)Nc2cccc(N(C)S(C)(=O)=O)c2)S(=O)(=O)c2ccccc2)cc1
→ -18%	?	i	?	-6%	3%	-20%	-4%	-4%
CCOC(=O)C1CCN(C(=O)C2CCN(S(=O)(=O)c3ccc4ccccc4c3)CC2)CC1
→ -2%	-33%	i	·	-22%	-10%	-16%	4%	0%
COc1nc(-c2ccccc2)cc(-c2ccccc2)n1
→ -3%	?	i	-5%	?	-7%	i	0%	3%
COc1ccc(S(=O)(=O)N2CCCCC2)cc1NC(=O)C1CC(=O)N(Cc2ccco2)C1 (configuration not stated)
→ -1%	8%	i	19%	-10%	4%	i	1%	5%
CCOC(=O)c1cccc2c(=O)c(C(=O)c3ccc(Cl)cc3)c(C(=O)OC)[nH]c12
→ 14%	1%	i	30%	18%	-16%	-25%	1%	-1%
O=S(=O)(NCCS(=O)(=O)N1CCN(c2ccccc2F)CC1)c1ccc(Cl)cc1
→ -1%	-10%	·	-7%	-2%	-20%	-17%	·	·
CC1(C)CC(=O)c2cn3nc(C(F)(F)F)nc3nc2C1
→ 1%	-1%	·	18%	-11%	-2%	-6%[57.5 µM]	-3%	0%
Oc1ccccc1C(=S)N1CCN(c2cccc(Cl)c2)CC1
→ -15%	?	i	23%	?	?	i	4%	?
Cc1ccc(S(=O)(=O)Nc2ccccc2C(=O)Nc2nc(-c3ccc(F)cc3)cs2)cc1
→ ?	3.2µM*	i	·	0%	-38%[inhibitor]	-36%[inhibitor]	-13%	-43%[inhibitor]
O=C(c1ccccc1)c1cccc(NC(=O)c2ccco2)c1
→ -3%	1%	i	9%	-26%	-16%	-59%[inhibitor][57.5 µM]	0%	10%
CCOc1cc(N2CCOCC2)c(OCC)cc1NC(=S)NCCCOC
→ 9%	-12%	i	15%	-32%[inhibitor]	-19%	-12%	1%	2%
O=C1/C(=C/c2cccs2)SC(=S)N1C1CCS(=O)(=O)C1 (configuration not stated)
→ ?	?	i	1%	-1%	-9%	-5%	2%	0%
